IDH1 R132H inh: blocks human mutant IDH1 R132H enzyme; IDH1-R132H enzyme, NADPH consumption, diaphorase/resazurin fluorescence; Potency, µM (top dose mostly 76.6 µM), for the others: top-dose activity change, negative = inhibition, most hits filed as inhibitors; 390,000 compounds, 0.093% hits; also: potency is read from the fitted curve at half-maximal effect; % is scaled to controls: 0 for no effect and ±100 for the full control effect; nearly all actives have a fitted effect of over 65% in size
Target sequence (O75874 whole entry R132H, stated change not applied): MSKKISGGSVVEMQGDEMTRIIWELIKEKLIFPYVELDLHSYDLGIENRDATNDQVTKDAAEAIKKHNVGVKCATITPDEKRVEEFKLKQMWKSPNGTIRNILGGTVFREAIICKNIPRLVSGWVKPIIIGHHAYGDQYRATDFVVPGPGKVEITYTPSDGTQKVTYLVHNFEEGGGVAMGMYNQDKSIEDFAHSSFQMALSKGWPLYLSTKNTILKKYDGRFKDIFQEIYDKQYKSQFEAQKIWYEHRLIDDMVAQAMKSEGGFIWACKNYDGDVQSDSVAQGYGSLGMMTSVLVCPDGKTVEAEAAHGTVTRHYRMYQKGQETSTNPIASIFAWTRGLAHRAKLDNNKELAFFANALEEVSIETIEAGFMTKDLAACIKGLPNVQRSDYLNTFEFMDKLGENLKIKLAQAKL
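IDH1-R132H (0.5 ug/mL dispensed) in pH 7.5 Tris buffer was preincubated 30 min with compound, then given a substrate mix of 0.016 mM NADPH and 2 mM alpha-KG for 80 min at room temperature; remaining NADPH was read by diaphorase/resazurin fluorescence.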
Glioma ERSR ind: inducers of ER stress response in human glioma cells; U87-MG GRP78 promoter luciferase reporter, 16 h; Potency, µM, without a hit: at the highest dose activation, most hits filed as activators; 420,000 compounds, 0.02% hits; AID 602332; also: potency is read from the fitted curve at half-maximal effect; series mostly up to about 76 µM; % of control where 0% means no effect; nearly all actives have a fitted effect of over 35% in size
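Stably transfected U87-MG glioma cells carrying a GRP78-based luciferase sensor; 16 h compound incubation. Luminescence end-point read 10 min after Bright-Glo addition at room temperature.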
Vif-APOBEC3F blk: inhibitors of Vif-A3F interaction. Potency, µM (top dose mostly 46.1 µM), inactives show at the highest dose activity, negative = active. 390,000 compounds, 0.2% hits. HeLa A3F-eYFP + Vif (tagged APOBEC3F with the HIV-1 protein that degrades it), YFP fluorescence increase; also: potency is read from the fitted curve at half-maximal effect; % of control where 0% means no effect; nearly all actives have a fitted effect of over 65% in size
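Fluorescence increase (Ex 488/Em 500-530) after overnight compound treatment at 37 deg C flags inhibition of Vif-driven A3F-eYFP loss in stable HeLa A3F-eYFP/Vif cells seeded overnight beforehand.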
PI4K2A block: blocks human PI4K2A kinase activity; AID 1346378; activity change, negative = inhibition, % at 76.9 µM; Q9BTU6; 420,000 compounds, 0.13% hits; purified PI4K2A, ADP-Glo luminescence, 1 h; stronger effect = lower value; in the data active = activity change below about -50%; inconclusive = mostly about -30% to -49%;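 also: -100% = wells without enzyme as full effect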
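PI4K2A activity was measured by ADP-Glo luminescence: enzyme (4 ug/mL stock) and phosphatidylinositol (1.2 mM stock) in Tris pH 7.5/MgCl2/EGTA/Triton X-100 buffer were reacted with ATP (300 microM stock) for one hour at ambient temperature.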
Vif-A3G inh: blocks the Vif interaction with human APOBEC3G; Potency, µM (titrated, usually from 46.1 µM), for the others: at the top dose activity, negative = active, hits mostly inhibitors; AID 602310; 410,000 compounds, 0.076% hits; Q9HC16; HeLa A3G-eYFP + Vif (tagged APOBEC3G with the HIV-1 protein that degrades it), YFP fluorescence, overnight;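 also: potency is read from the fitted curve at half-maximal effect; % is scaled to controls: 0 for no effect and ±100 for the full control effect; nearly all actives have a fitted effect of over 60% in size; hits raise eYFP signal because A3G escapes Vif-driven loss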
Target sequence (Q9HC16 whole entry, looked up): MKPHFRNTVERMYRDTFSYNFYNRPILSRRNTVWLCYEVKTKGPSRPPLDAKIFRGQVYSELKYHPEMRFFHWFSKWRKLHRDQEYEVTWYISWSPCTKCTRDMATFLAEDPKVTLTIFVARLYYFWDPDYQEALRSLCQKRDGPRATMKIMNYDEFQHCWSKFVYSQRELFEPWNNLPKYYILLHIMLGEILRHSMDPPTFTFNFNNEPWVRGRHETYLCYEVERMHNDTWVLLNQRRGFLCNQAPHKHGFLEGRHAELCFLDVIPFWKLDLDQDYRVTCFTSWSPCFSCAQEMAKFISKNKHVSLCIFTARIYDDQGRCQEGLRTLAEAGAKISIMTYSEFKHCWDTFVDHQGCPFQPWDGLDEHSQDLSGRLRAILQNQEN
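Read-out is eYFP fluorescence (Ex 488/Em 500-530) from Vif-expressing HeLa A3G-eYFP cells; more signal means A3G escaped Vif-mediated degradation. Cells plated overnight, compound pinned in, incubated overnight at 37 deg C.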
USP1 inh: inhibitors of human USP1/UAF1 deubiquitinase; O94782; recombinant USP1/UAF1, Ub-Rhodamine cleavage fluorescence; Potency, µM (series often up to 57.1 µM), for the others: at the top dose activity change, negative = inhibition, hits mostly inhibitors; 390,000 compounds, 0.23% hits; also: potency is read from the fitted curve at half-maximal effect; % is scaled to controls: 0 for no effect and ±100 for the full control effect; nearly all actives have a fitted effect of over 60% in size; inactives centre near -12
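1 nM enzyme complex + cpd, 15 min RT; start with Ub-Rho 150nM final; kinetic fluorescence ex 480/em 540, 6 reads q60 s. Buffer 50mM HEPES pH 7.8, 0.5mM EDTA, 0.1 mg/ml BSA, 1mM TCEP, 0.01% Tween-20.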
TrxR1 substrate: substrates of rat thioredoxin reductase 1. purified TrxR1 substrate turnover, NADPH consumption readout. AID 588456. O89049. Potency, µM (titrated, usually from 114 µM), inactives show at the top dose activity change, negative = substrate turnover. 390,000 compounds, 0.01% hits; also: potency is read from the fitted curve at half-maximal effect; % is scaled to controls: 0 for no effect and ±100 for the full control effect; nearly all actives have a fitted effect of over 50% in size
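Rat TrxR1, dispensed at 90 nM, was prereduced with 400 uM NADPH (final) for 5 min at ~22 deg C, then incubated with compound 15 min before 400 uM selenite. A first-read NADPH fluorescence drop versus no-compound background flagged substrates.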
LDHA block: inhibitors of human lactate dehydrogenase A; P00338; purified LDHA, NADH/diaphorase-resazurin fluorescence; stronger effect = lower value; activity change, % (values are at about 110 or 230 µM); 480,000 compounds, 0.15% hits; AID 1347041; in the data active = activity change below about -30%; inconclusive = mostly about -25% to -30%;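 also: plate controls were DMSO wells for no effect and wells without enzyme for full effect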
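Human LDH5 at 2 nM final in Tris HCl pH 7.4 with 0.06 mM NADH and 0.2 mM pyruvate, reacted 5 minutes at room temperature. Remaining NADH coupled via diaphorase/resazurin; resorufin fluorescence read at 0 and 20 minutes, normalized to enzyme-free and DMSO wells.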
RXFP1 ag: activates the human relaxin receptor RXFP1 | Q9HBX9 | HEK293T-RXFP1 cAMP TR-FRET, 30 min; response scale: percent of porcine relaxin response, buffer zero | Potency, µM (top dose mostly 57.5 µM), for inactives: at the top dose activation, usual class: activators | 370,000 compounds, 0.3% hits | AID 2676; also: potency is read from the fitted curve at half-maximal effect; % is scaled to controls: 0 for no effect and ±100 for the full control effect; nearly all actives have a fitted effect of over 60% in size; many of its hits are not listed in these tables
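HEK293 cells stably expressing RXFP1, treated 30 min at 37C with compounds plus PDE4 inhibitor Ro 20174; cAMP measured by HTRF TR-FRET. Normalized to buffer and 29 nM porcine relaxin; EC50 by Hill fit.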
* hit, by the source's call; ? = inconclusive; / = not tested or not shown; & = joins results of further samples; [ ] = remark or other dose. Unless noted, calls follow the shape of the dose curve; as a rule, active = well fitted curve in the direction sought with a large enough effect; inconclusive = small, poorly fitted or top-dose-only effect, or another doubt; inactive = no such curve, though single readings can be large; an effect the other way counts as inactive or inconclusive.

SMILES	IDH1 R132H inh	Glioma ERSR ind	Vif-APOBEC3F blk	PI4K2A block	Vif-A3G inh	USP1 inh	TrxR1 substrate	LDHA block	RXFP1 ag
COc1ccc(/C=C/C(=O)OC2CCCN(C)C2)cc1 (configuration not stated)	-5%	0%	-2%	-1	6%	-13%	-5%	1	-2.0%
COC(=O)c1cc(S(=O)(=O)NCC2CCN(Cc3cccc(Cl)c3)CC2)c[nH]1	3%	-4%	13%	4	-1%	-20%	8%	-4&-8	1.0%
Nc1ccc2nc(-c3cccc(-c4nc5ccc(N)cc5[nH]4)c3)[nH]c2c1	1%	-8%	-5%	-3	-1%	-26%	-1%	-11	7.1%
CNc1ccccc1C(=O)OCC(=O)N1CCN(c2ccc(OC)cc2)CC1	4%	-6%	-1%	2	-4%	-19%	22%[57.1 µM]	4	4.4%
Cc1cc(O)c(C(C)C)cc1NC(=O)c1ccc(Cl)cc1	6%	1%	1%	-5	0%	-17%	-6%[57.1 µM]	-6	-2.6%
O=C(O)c1ccc(NNC(=S)Nc2cc(C(F)(F)F)ccc2Cl)cc1	-7%	-6%	-15%	-4	2%	-10%	-2%	2	3.2%
O=C(Nc1ccc(N2CCOCC2)c(C(=O)O)c1)c1ccc(Br)cc1	2%	-1%	4%	-5	-1%	-22%	-6%[57.1 µM]	-4	1.4%
COc1ccc(OC)c(S(=O)(=O)Nc2ccc(C)c(C)c2)c1	2%	-4%	2%	0	2%	1%	2%[57.1 µM]	1	-0.2%
CSc1cccc(NC(=O)OC2CCCCCCCCCCC2)c1	-12%	-8%	1%	0	3%	-14%	-6%[57.1 µM]	-3	-0.1%
COc1ccc(NC(=O)c2cc3ccc(O)cc3o/c2=N\O)cc1	-5%	-1%	?	-3	-1%	-14%	-6%	0	1.3%
COc1ccc(S(=O)(=O)c2c(Nc3ccc(C)cc3)sc(C(=O)c3ccc(C)cc3)c2N)cc1	-3%	-2%	-9%	0	2%	-13%	1%[57.1 µM]	-25	1.0%
CCOC(=O)Cn1nc(/C=C/c2ccc(C)cc2)ccc1=O	2%	0%	0%	1	-7%	-3%	10%[57.1 µM]	-3	0.0%
CCN(CC)CCCNC(=O)C(=O)Nc1ccc2nc3n(c(=O)c2c1)CCCCC3	2%	-5%	2%	7	-2%	-18%	-2%	0	21%
O=C(O)CCCCCNC(=O)/C(=C\c1ccco1)NC(=O)c1ccco1	-7%	-4%	13%	-7	3%	-22%	-1%	2	-0.2%
CC(C(=O)Nc1ccc(OC(F)(F)F)cc1)N1Cc2ccccc2C1=O (configuration not stated)	-2%	-3%	0%	-4	1%	?	-19%	0	-0.8%
Fc1ccc(CN2CCCCCCC2)c(F)c1	7%	-6%	6%	-1	-2%	-14%	2%[0.457 µM]	-11	2.2%
O=C(COC(=O)C1CCC(=O)N1)Nc1cc(Cl)ccc1Cl (configuration not stated)	2%	-4%	-10%	-2	-4%	-3%	5%	-5	1.6%
O=c1cc(-c2ccccc2)n(S(=O)(=O)c2ccc3ccccc3c2)o1	1%	4%	9%	-2	1%	-2%	-5%	-16	/
CCc1ccc(CNC(=O)C2CCN(c3nn4cc(-c5ccc(F)cc5)nc4s3)CC2)cc1	14%	2%	9%	-4	-2%	-6%	4%	-2	2.1%
O=C(NCc1cccc(Cl)c1)c1cnc(N2CCCCC2)c2ccccc12	0%	-2%	-7%	-6	3%	-16%	-6%[57.1 µM]	6	15%
COc1ccc(C(c2nnnn2C2CCCC2)N2CCC(C)CC2)cc1 (configuration not stated)	3%	-2%	1%	0	-7%	-12%	5%[57.1 µM]	0	0.1%
CCCCn1c(CN(C)Cc2ccccc2)nc2c1c(=O)n(C)c(=O)n2C	9%	-5%	5%	-2	0%	-25%	9%	-2	-0.3%
CCCCc1cc(=O)oc2c(C)c(OCc3nn[nH]n3)ccc12	-16%	-2%	11%	0	1%	?	117%	-10	2.7%
COc1ccc(CC(=O)O/N=C(\N)Cc2ccc([N+](=O)[O-])cc2)cc1	14%	-4%	-10%	5	0%	1%	2%[57.1 µM]	0	0.9%
COc1cc2c(cc1OC)C(C)N(S(=O)(=O)c1ccc(C)cc1)CC2 (configuration not stated)	-9%	2%	-9%	5	0%	-16%	-2%[57.1 µM]	-5	-3.0%
CCC(CC)c1nn2cc(-c3ccccc3)nc2s1	26%	-6%	-2%	-5	-3%	-8%	1%	-14	-0.4%
CC1=CC(C)(C(Cl)Cl)C(C)=CC1=O (configuration not stated)	12%	-2%	?	1	-5%	-10%	2%	-2	1.3%
O=C(Nc1ccc(S(=O)(=O)N2CCCCC2)cc1)C1CC1	3%	-4%	0%	-7	-2%	2%	-2%[57.1 µM]	-5	-3.5%
Cc1sc2ncnc(N3CCC(C(=O)Nc4cc(C(F)(F)F)ccc4OCC(F)(F)F)CC3)c2c1C	6%	-6%	3%	-3	3%	-17%	-7%	2	/
CCOc1ccc(NC(=S)NNC(=O)c2cc(Br)ccc2Cl)cc1	0%	-3%	-3%	-1	0%	-15%	12%[57.1 µM]	-10	-0.8%
COc1ccc2nc3oc(C(=O)N4CCCCC4)cc3cc2c1	18%	-8%	0%	-2	2%	-7%	103%[activator][57.1 µM]	2	3.0%
O=C(Nc1ccc2c(c1)CCC2)c1cc(S(=O)(=O)Nc2ccc(F)cc2)c(Cl)cc1Cl	0%	8%	-12%	4	-1%	-21%	-2%	0	1.3%
Cc1cccc(NC(=O)c2cc([N+](=O)[O-])ccc2NCC2CCCO2)n1 (configuration not stated)	6%	-1%	11%	-1	-7%	-17%	-4%[57.1 µM]	-3	1.4%
N#Cc1c(-c2ccccc2)c(-c2ccccc2)n(Cc2ccco2)c1NC(=O)c1cccs1	6%	-4%	3%	-5	1%	-4%	8%	0	-1.1%
O=[N+]([O-])c1ccccc1Nc1ccc(O)cc1	7%	10%	3%	0	-1%	-15%	-14%[57.1 µM]	4	-2.1%
Cc1csc(SCC(=O)N2CCN(S(=O)(=O)c3ccccc3)CC2)n1	7%	-2%	-14%	3	-8%	-3%	-1%	-9	1.2%
O=C(Cn1cnc2c(nnn2Cc2ccc(F)cc2)c1=O)NCc1ccc(F)cc1	0%	-6%	-22%	6	-11%	-5%	5%	-7	0.4%
NC(CCc1ccccc1)c1csc(Nc2nccc(C(F)(F)F)n2)n1 (configuration not stated)	/	-5%	/	-3	-14%	/	/	-17	/
COCCCC1CCN(C(=O)c2cc(COc3cc(C)ccc3C)on2)CC1	-3%	6%	-1%	2	-1%	-26%	-5%	-1	0.2%
COc1ccc(Nc2cc(C(=O)NCCCN3CCN(C)CC3)c3ccccc3n2)cc1	3%	0%	-6%	-6	0%	-7%	8%	5	-1.1%
Oc1c(C(c2ccc(Cl)cc2Cl)N2CCOCC2)sc2nc(-c3ccco3)nn12 (configuration not stated)	-1%	-3%	1%	-5	-3%	?	1%[57.1 µM]	-7	-0.6%
CC(=O)Nc1ccc(S(=O)(=O)N2CCC(C(=O)Nc3nccs3)CC2)cc1	-2%	1%	6%	0	-9%	-26%	8%[57.1 µM]	-1	1.8%
NC(=O)CC(NC(=O)Cc1ccc(Br)cc1)c1ccc(N2CCCCCCC2)c([N+](=O)[O-])c1 (configuration not stated)	-5%	-4%	-2%	-4	7%	-28%	-1%	-10	0.7%
CC(=O)Nc1ccc(Nc2ccc3nonc3c2[N+](=O)[O-])cc1	9%	3%	13%	3	-4%	-14%	-10%	-5	-2.3%
O=C(NC1CCCCC1)c1ccc(Cn2c(SCc3cccc(F)c3)nc3cccnc32)cc1	0%	-2%	1%	-5	1%	-15%	6%	-2	1.2%

Reprinted at random: 4 compounds from above.
SMILES	IDH1 R132H inh	Glioma ERSR ind	Vif-APOBEC3F blk	PI4K2A block	Vif-A3G inh	USP1 inh	TrxR1 substrate	LDHA block	RXFP1 ag
Oc1c(C(c2ccc(Cl)cc2Cl)N2CCOCC2)sc2nc(-c3ccco3)nn12 (configuration not stated)	-1%	-3%	1%	-5	-3%	?	1%[57.1 µM]	-7	-0.6%
CC(=O)Nc1ccc(Nc2ccc3nonc3c2[N+](=O)[O-])cc1	9%	3%	13%	3	-4%	-14%	-10%	-5	-2.3%
O=C(NC1CCCCC1)c1ccc(Cn2c(SCc3cccc(F)c3)nc3cccnc32)cc1	0%	-2%	1%	-5	1%	-15%	6%	-2	1.2%
CC(=O)Nc1ccc(S(=O)(=O)N2CCC(C(=O)Nc3nccs3)CC2)cc1	-2%	1%	6%	0	-9%	-26%	8%[57.1 µM]	-1	1.8%

Given with values under each structure: 2 of the compounds above.
Below each SMILES – IDH1 R132H inh | Glioma ERSR ind | Vif-APOBEC3F blk | PI4K2A block | Vif-A3G inh | USP1 inh | TrxR1 substrate | LDHA block | RXFP1 ag
COCCCC1CCN(C(=O)c2cc(COc3cc(C)ccc3C)on2)CC1
  -3% | 6% | -1% | 2 | -1% | -26% | -5% | -1 | 0.2%
Cc1cc(O)c(C(C)C)cc1NC(=O)c1ccc(Cl)cc1
  6% | 1% | 1% | -5 | 0% | -17% | -6%[57.1 µM] | -6 | -2.6%

Assay outcomes from PubChem BioAssay.

Not all compounds are listed. The share of hits here may be higher or lower than overall.
